Screens deposited in PubChem BioAssay by several laboratories.
UBC9 SUMO inh: inhibitors of human SUMOylation (UBC9); P63279; HTRF SUMOylation assay, SAE1/SAE2 + UBC9, in vitro; inhibition, % at 35 µM; 0.36% of 290,000 active; AID 2006; in the data active means inhibition above about 50%, passing the limit was not always enough; further: strong numbers were not always called active
IDE cell activ: IDE (human) activation, cell-based | activation, % at 5.96 µM | P14735 | 0.073% of 340,000 active | HEK cells, FAbeta-B cleavage, fluorescence polarization; 0% vehicle, 100% cell-free pure enzyme wells;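 active means activation above the mean of all tested compounds plus 3 SD, set per screening campaign, cut at about 17% in these data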
Target sequence (P14735 whole entry, looked up): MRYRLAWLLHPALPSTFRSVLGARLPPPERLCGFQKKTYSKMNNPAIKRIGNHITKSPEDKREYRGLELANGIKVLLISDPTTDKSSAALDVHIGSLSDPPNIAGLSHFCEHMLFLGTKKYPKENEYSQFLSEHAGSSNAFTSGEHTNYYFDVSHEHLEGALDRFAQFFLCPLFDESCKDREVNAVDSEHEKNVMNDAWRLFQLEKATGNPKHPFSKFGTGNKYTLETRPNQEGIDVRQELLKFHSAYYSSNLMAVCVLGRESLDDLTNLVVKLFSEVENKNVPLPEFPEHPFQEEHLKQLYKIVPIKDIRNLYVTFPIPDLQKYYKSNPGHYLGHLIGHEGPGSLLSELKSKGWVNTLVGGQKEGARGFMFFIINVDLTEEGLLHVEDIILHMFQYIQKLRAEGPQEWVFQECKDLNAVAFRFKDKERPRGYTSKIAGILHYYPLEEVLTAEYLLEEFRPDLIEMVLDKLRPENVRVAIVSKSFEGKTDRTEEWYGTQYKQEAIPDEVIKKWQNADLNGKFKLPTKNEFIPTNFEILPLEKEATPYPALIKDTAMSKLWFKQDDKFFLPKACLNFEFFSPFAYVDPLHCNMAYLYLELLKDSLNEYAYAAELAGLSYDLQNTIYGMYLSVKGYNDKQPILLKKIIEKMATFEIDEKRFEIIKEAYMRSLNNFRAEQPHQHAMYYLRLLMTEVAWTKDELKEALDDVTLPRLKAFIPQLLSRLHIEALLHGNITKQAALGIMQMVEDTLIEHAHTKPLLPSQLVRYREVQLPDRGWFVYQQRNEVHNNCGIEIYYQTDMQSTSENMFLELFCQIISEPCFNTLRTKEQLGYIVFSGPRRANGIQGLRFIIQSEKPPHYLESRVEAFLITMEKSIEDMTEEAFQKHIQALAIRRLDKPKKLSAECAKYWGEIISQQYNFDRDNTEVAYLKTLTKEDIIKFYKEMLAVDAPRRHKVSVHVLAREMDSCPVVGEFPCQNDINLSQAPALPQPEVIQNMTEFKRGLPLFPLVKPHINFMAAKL
p-CIP stab down: compounds decreasing mouse p/CIP protein stability. decrease of EGFP signal, % at 10 µM. AID 1984. F442A p/CIP-EGFP cells, EGFP fluorescence, 16 h. 0.01% of 290,000 active;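 active means EGFP signal decrease of at least 30% at 10 µM or well 3 SD below plate mean, unless failing retest; inactive means the rest, including hits failing retest or dose response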; further: some compounds called inactive have numbers as strong as hits; many of its hits are not listed in these tables
VIM-2 inhibitor: inhibitors of Pseudomonas aeruginosa VIM-2 metallo-beta-lactamase; purified VIM-2, nitrocefin hydrolysis, epi-absorbance fluorescence; 0.89% of 290,000 active; inhibition, % at 5.6 µM;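 active means inhibition above the mean of all tested compounds plus 3 SD, cutoff set per screening run, cut at about 7.5% in these data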;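 further: red hydrolysis product quenches plate fluorescence so inhibitors raise well fluorescence; 0% = enzyme with DMSO and 100% = DMSO without enzyme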
IDE inh: cellular human IDE inhibition; HEK cells, FAbetaB cleavage, fluorescence polarization; inhibition, % at 5.59 µM; 0.41% of 320,000 active;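 active means percent inhibition above the average of all tested compounds plus 3 SD, set per screening campaign, cut at about 16% in these data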;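 further: IDE supplied by intact live HEK cells; FP after avidin binding of uncleaved biotin substrate so inhibition keeps polarization high; 0% = DMSO wells and 100% = 60 µM reference IDE inhibitor Ii1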
DNA FID counter: displaces DNA intercalator in HCV helicase counter-screen | DNA fluorescent intercalator displacement, fluorescence | inhibition, % at 7.9 µM | 0.17% of 290,000 active | AID 1845; in the data active means inhibition above about 37%;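 further: 0% = vehicle and 100% = reference compound; higher means more ethidium bromide displaced from hairpin DNA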
HCV NS3 hel inh: HCV NS3 helicase inhibition | NS3 helicase DNA unwinding, Cy5 molecular beacon fluorescence | inhibition, % at 10.9 µM | 0.56% of 290,000 active | AID 1800;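 active means inhibition above the mean of all tested compounds plus 3 SD, set per campaign, cut at about 35% in these data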;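 further: 0% = DMSO wells and 100% = thioflavine S control wells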
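System: NS3 helicase fragment of HCV / Schedule: 1 h at 25 °C / Control set: DMSO alone as 0% and 110 µM thioflavine S as 100% / Reagent: Cy5/quencher beacon DNA duplex and ATP to start / Technique: Cy5 fluorescence / Replication: singlicate / Evaluation: % inhibition of end-to-start signal ratio versus controls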
M18AAP inhibitor: PfM18AAP enzyme inhibition; recombinant PfM18AAP, H-Glu-NHMec fluorogenic cleavage; inhibition, % at 7.35 µM; 1.2% of 290,000 active;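 active means inhibition above the campaign mean inhibition over all tested compounds plus 3 SD, cut at about 28% in these data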;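 further: 0% = plate median of test compound wells and 100% = 2 mM ZnCl2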
IMP-1 inhibitor: blocks Pseudomonas aeruginosa IMP-1 metallo-beta-lactamase; purified IMP-1, nitrocefin hydrolysis, epi-absorbance fluorescence; inhibition, % at 5.6 µM; 0.45% of 290,000 active;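 active means inhibition above the mean plus 3 SD of all compounds in the same screening run, cut at about 4.5% in these data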;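 further: 0% = IMP-1 with DMSO and 100% = DMSO wells lacking enzyme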
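System – purified recombinant IMP-1 beta-lactamase · Input – IMP-1 dispensed at 0.2 nM · Timing – 15 min preincubation plus 25 min reaction at 25 °C · Signal – Epi-absorbance fluorescence, 480 nm excitation, 530 nm emission · Measure – percent IMP-1 inhibition derived from blank-referenced optical density · Controls – Enzyme-plus-DMSO low control, enzyme-free DMSO high control · Replication – singlicate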
* marks the source's active call; other numbers are inactive results; nt = no result given.

item	mol	UBC9 SUMO inh	IDE cell activ	p-CIP stab down	VIM-2 inhibitor	IDE inh	DNA FID counter	HCV NS3 hel inh	M18AAP inhibitor	IMP-1 inhibitor
1	O=C(NCc1ccccc1)C1C2C=CC3(CN(Cc4cccnc4)C(=O)C13)O2 (stereo unspecified)	2	-3	-6	-2.6	1	1	4	0	-3.7
2	O=C(O)C1CCC(=O)N1C(=O)OCc1ccccc1 (stereo unspecified)	20	1	-9	-1.1	-3	1	7	0	-1.9
3	COc1ccc(CCC(=O)NC(C)C2CCCO2)cc1 (stereo unspecified)	3	-2	-2	-0.2	1	0	12	2	-0.3
4	COc1cccc(OC(=O)N2CCOCC2)c1	9	0	16	3.1	-6	4	-3	-8	1.9
5	CCCCOCCCNC(=O)/C=C/c1ccccc1Cl	nt	6	nt	-1.6	0	-13	-6	-6	-1.7
6	COc1cccc(NC(=O)NNC(=O)CCc2ccc(O)c(O)c2)c1	23	1	-11	2.0	nt	-5	-1	73*	-1.9
7	CCc1ccccc1NC(=S)N(CCc1ccncc1)C(C)C	-4	-1	-5	1.4	-1	2	6	-5	-0.2
8	CCOc1ccccc1OCCCCCc1c(C)n[nH]c1C	3	-3	4	-4.7	2	-29	0	4	-4.2

Results in sequence from above:
p-CIP stab down for nos. 1–8 → -6, -9, -2, 16, nt, -11, -5, 4
IMP-1 inhibitor for nos. 1–8 → -3.7, -1.9, -0.3, 1.9, -1.7, -1.9, -0.2, -4.2

(continued)
item	mol	UBC9 SUMO inh	IDE cell activ	p-CIP stab down	VIM-2 inhibitor	IDE inh	DNA FID counter	HCV NS3 hel inh	M18AAP inhibitor	IMP-1 inhibitor
9	O=C(CS(=O)(=O)c1ccccc1)Nc1nc(-c2ccccc2)cs1	-8	-5	4	-2.6	3	-9	0	5	-4.2
10	COc1ccc(Cl)cc1NC(=O)C(C)Sc1n[nH]c(N)n1 (stereo unspecified)	16	5	6	2.7	12	6	-6	-5	1.9
11	COC(=O)c1c(NC(=O)c2cccs2)sc2c1CCC(C)C2 (stereo unspecified)	1	-1	2	-2.5	1	2	7	0	-3.6
12	CCn1c(=O)c(C(=O)Nc2ncccc2O)c(O)c2ccccc21	4	6	-8	-1.2	-4	-2	14	1	0.8
13	Cc1ccc(NC(=O)CCOc2ccccc2C)cc1F	14	-4	-12	-2.2	7	-5	-5	-9	-2.4
14	COC(=O)C1=C(C)N(Cc2ccc(OC)cc2)C(=O)C1	6	-2	-7	-2.5	1	-17	12	4	-2.0
15	O=C(CN1CCN(S(=O)(=O)c2ccc(Br)cc2)CC1)N/N=C/c1cccs1	-7	-2	8	-3.0	3	-12	3	-2	-3.3
16	CN(C)S(=O)(=O)c1cccc(NC(=O)COC(=O)CCSc2ccc(Cl)cc2)c1	-19	2	-2	-1.8	-6	-10	-2	-4	-0.7
17	COc1ccc(-n2nc(C(=O)NCC(=O)N3CCN(Cc4ccccc4)CC3)c3ccccc3c2=O)cc1OC	22	8	-6	0.7	2	-29	25	-13	-1.1
18	CCN1CCN(CCCNC(=O)c2ccccc2NC(=O)C2=C(C)OCCS2)CC1	6	0	-14	3.2	1	4	-14	1	-2.8
19	Cc1nc(C(C)NC(=O)c2cc(COc3ccc(F)c(F)c3)on2)cs1 (stereo unspecified)	-17	8	12	-1.8	4	-34	7	-1	-5.1
20	Cc1noc(C(=O)N2CC3(C)CC2CC(C)(C)C3)c1Cl (stereo unspecified)	20	8	-18	-1.0	0	-9	-2	-10	-0.2
21	Cc1ccc(C(C)C)c(OCC#CCN2CCOCC2)c1	6	4	6	-0.8	-4	-14	-12	3	-0.8
22	O=S(=O)(c1cccs1)N1CCN(CC(O)COC2CCCc3ccccc32)CC1 (stereo unspecified)	14	-1	7	-3.0	-1	-12	-8	16	-5.2
23	COc1ccc(NC(=O)Nc2ccc(C(=O)N3CCOCC3)cc2)c(OC)c1	-1	2	-15	-2.0	-4	-10	0	1	-1.2
24	Cc1cccc(Oc2coc3cc(OC(=O)c4cccs4)ccc3c2=O)c1	15	-2	-30	-0.8	-1	-8	3	-8	-1.2
25	O=C(CN(C(=O)c1csnn1)c1ccc(F)cc1)NCc1ccc2c(c1)OCO2	11	-1	-14	0.1	-3	-7	0	-6	-2.0
26	NC(=O)c1cc(S(=O)(=O)N2CCc3ccccc3C2)cs1	10	0	-5	-2.1	-2	-4	-8	-12	0.2
27	C/C(Cc1ccccc1)=N/NC(=O)CCCC(=O)N/N=C(/C)Cc1ccccc1	8	2	-8	-3.0	-4	-8	-3	7	-4.9
28	COc1ccccc1-c1c(C#N)c(SCC(=O)N2CCCC2)nc(C)c1C(N)=O	-18	nt	-1	-2.8	nt	-4	3	7	-3.8
29	Nc1c(C(=O)Nc2ccc(Cl)c(C(=O)O)c2)sc2nc3c(cc12)CCCC3	24	5	0	-2.5	7	-27	20	9	-2.9
30	O=C(CSc1nc2cc(Cl)ccc2o1)Nc1ccc(N2CCOCC2)cc1	1	-8	-4	-1.4	3	-15	1	-1	-2.0
31	CCn1ncc(NC(=S)NCCc2ccccc2)c1C(N)=O	9	-4	3	-2.2	-4	0	-1	-13	-5.0
32	Cc1ccc(C)c(NC(=O)CCC(=O)N/N=C/c2ccc3c(c2)OCO3)c1	7	-7	-12	-3.2	4	3	0	1	-1.6
33	O=C(CCCn1c(=O)c2sccc2n(CC(=O)OCc2ccccc2)c1=O)NCc1ccco1	0	5	-11	-2.6	1	-35	13	-6	1.3
34	O=C(N/C(=C/c1ccccc1)C(=O)N1CCCCC1)c1ccco1	-3	5	-5	-1.5	-1	-23	2	-11	-2.3
35	O=C(O)c1ccc(CSc2nnc(-c3ccncc3)n2-c2ccc(Br)cc2)cc1	-4	-1	-9	-1.5	-1	-35	-3	0	-3.2
36	Cc1cc(C(=O)CSc2nnc(-c3ccc(F)cc3)o2)c(C)n1CC1CCCO1 (stereo unspecified)	20	-4	14	-3.0	-5	-5	9	8	-0.2
37	CC(C)c1ccc(N(CC(=O)N2CCOCC2)S(C)(=O)=O)cc1	10	1	1	-1.3	5	-3	-1	1	-1.9
38	Cc1cccc(NC(=O)CN2C(=O)CCS(=O)(=O)c3ccccc32)c1C	-1	-4	-3	-2.4	7	-6	8	-1	-2.9
39	CCOC(=O)CC1=C(C(=O)OCC)C(c2ccc(C)o2)C(C#N)=C(N)O1 (stereo unspecified)	10	-2	-3	-3.0	1	-10	8	4	0.6
40	Oc1ccc2ccccc2c1CNc1ccc(Br)cn1	-16	-6	0	-3.1	5	3	-16	4	-2.4
41	OCCC1CN(Cc2ccc(C(F)(F)F)cc2)CCN1Cc1ccccc1 (stereo unspecified)	10	3	-19	-0.1	5	9	-10	-9	-0.5
42	Clc1nc(CN2CCCCC2)nc2sc3c(c12)CCC3	13	4	-10	3.9	7	2	-4	-13	0.7
43	O=C(Nc1ccnn1C1CCN(C(=O)Cc2cccc(Cl)c2)CC1)C1CC1	3	4	-4	-1.7	0	-19	1	19	-3.9
44	CC1CN(C(=O)c2ccccc2NS(=O)(=O)c2cccc([N+](=O)[O-])c2)CC(C)O1 (stereo unspecified)	-6	-3	10	-2.1	0	-3	0	-9	-0.9
45	O=C(CCC(=O)c1ccc(Oc2ccccc2)cc1)Nc1ccc(Cl)cc1Cl	-18	1	-1	-0.1	2	-1	6	-1	-3.0
46	CCNC(=O)c1cc2ccccc2o1	-6	0	2	-0.5	-3	3	7	-8	-1.2
47	CCCN1CCC(=O)N(CCSc2ccc(NC(C)=O)cc2)CC1	-1	-3	-12	nt	4	nt	nt	nt	nt
48	COc1ccccc1CCNC(=O)C(=O)NCC1OCCCN1S(=O)(=O)c1cc(C)ccc1C (stereo unspecified)	0	4	5	-1.5	-9	-44	-10	7	-1.9
49	CCCN1Cc2cccc(C(=O)Nc3ccc(C)cc3)c2C1=O	-8	0	-4	0.3	2	-2	15	-1	2.1
50	COc1ccc(CC(=O)Nc2ccc(-c3cn4cccc(C)c4n3)cc2)cc1OC	21	6	-13	-1.1	6	-6	-3	4	-1.9
51	COc1cccc(/C=N/NC(=O)C[n+]2ccccc2)c1O	-5	1	-5	-7.2	1	4	-6	2	-1.3
52	COc1cccc(C(C(=O)Nc2ccc(F)cc2)N(C(=O)Cn2nnc3ccccc32)C2CC2)c1 (stereo unspecified)	-5	5	-4	0.3	3	-30	-2	0	-2.3
53	COC(=O)C1C(=O)C2=C(CC1C)NC(=O)CC2c1ccc(F)cc1 (stereo unspecified)	10	4	3	-1.2	2	1	6	-15	-2.2
54	O=C(CCC1CCCC1)NC1CCCCC1	25	0	-5	-5.6	2	-3	-4	-8	-1.5
55	O=C(Cn1nnc(-c2ccccc2)n1)N/N=C/c1cccc([N+](=O)[O-])c1	10	-3	-4	-4.2	-5	-9	-1	5	-2.2
56	CCCNC(=S)N1CCN(c2nc(-c3ccc(C)cc3)cs2)CC1	-12	-16	-8	-3.6	14	-17	4	0	-2.1
57	Cc1ccc2c(C)c(C(=O)N3CCN(C4CCS(=O)(=O)C4)CC3)oc2c1C (stereo unspecified)	-1	4	1	0.2	0	-38	-4	4	-1.5
58	Cn1c(C(=O)Nc2ccc3c(c2)OCCO3)cc2sccc21	16	4	-3	-0.4	1	-8	-7	5	-1.3
59	CC(C(=O)N1c2ccccc2CCc2ccccc21)n1nnc(-c2ccc(N(C)C)cc2)n1 (stereo unspecified)	-24	2	29	-3.0	1	-7	4	-10	-5.1
60	COc1ccc(Cc2nnc(NC(=O)Cn3cnc4c3c(=O)n(C)c(=O)n4C)s2)cc1OC	0	5	-10	0.9	0	-16	-7	-14	-0.3
61	O=[N+]([O-])c1ccc(Cl)cc1NCC1CCCO1 (stereo unspecified)	-3	1	-2	-3.0	0	-1	9	1	-4.2
62	O=C(c1ccoc1)N1CCCC(CO)(CCCc2ccccc2)C1 (stereo unspecified)	-4	9	-7	-4.3	-1	-42	1	-1	-3.8
63	Cc1ccc(-n2c(SCC(=O)NCc3ccco3)nc3c([nH]c4ccccc43)c2=O)cc1	11	2	-4	-2.0	2	-12	-7	3	-1.4
64	O=C(CCCCCN1C(=O)c2cccc3cccc(c23)C1=O)NCCO	11	3	15	4.7	11	-17	-4	-3	-1.4

(listing goes on)
item	mol	UBC9 SUMO inh	IDE cell activ	p-CIP stab down	VIM-2 inhibitor	IDE inh	DNA FID counter	HCV NS3 hel inh	M18AAP inhibitor	IMP-1 inhibitor
65	COc1ccc(OC)c(C(=O)CSc2nnc(Cc3cccs3)n2C)c1	-9	-5	-7	1.3	3	-13	3	-2	-1.8
66	CC(=O)c1ccc(NC(=O)C2=CC(c3ccco3)=NS(=O)(=O)N2C)cc1	24	-2	1	-1.2	-5	-4	3	-8	-1.8
67	Cc1nnc(SC(C)C(=O)Nc2ccc(S(=O)(=O)N3CCCCC3)cc2)s1 (stereo unspecified)	8	14	11	-0.3	4	-22	4	-15	-6.1
68	O=Cc1c[nH]c2ncccc12	30	0	-6	-1.5	6	-6	-3	-10	-2.1

No enrichment for hits; any-hit rate near 3.6%.
